# Screens: PubChem, several laboratories
# STK33 kinase inh – inhibitors of human STK33 kinase; purified STK33, MBP phosphorylation, ADP-Glo luminescence; Q9BYT3; inhibition, % at 10 µM; actives 0.073% (n = 320,000);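 active means inhibition at or above 25%, using the most active replicate where run in duplicate; inactive means inhibition below 25%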
# Target sequence (Q9BYT3 whole entry, looked up): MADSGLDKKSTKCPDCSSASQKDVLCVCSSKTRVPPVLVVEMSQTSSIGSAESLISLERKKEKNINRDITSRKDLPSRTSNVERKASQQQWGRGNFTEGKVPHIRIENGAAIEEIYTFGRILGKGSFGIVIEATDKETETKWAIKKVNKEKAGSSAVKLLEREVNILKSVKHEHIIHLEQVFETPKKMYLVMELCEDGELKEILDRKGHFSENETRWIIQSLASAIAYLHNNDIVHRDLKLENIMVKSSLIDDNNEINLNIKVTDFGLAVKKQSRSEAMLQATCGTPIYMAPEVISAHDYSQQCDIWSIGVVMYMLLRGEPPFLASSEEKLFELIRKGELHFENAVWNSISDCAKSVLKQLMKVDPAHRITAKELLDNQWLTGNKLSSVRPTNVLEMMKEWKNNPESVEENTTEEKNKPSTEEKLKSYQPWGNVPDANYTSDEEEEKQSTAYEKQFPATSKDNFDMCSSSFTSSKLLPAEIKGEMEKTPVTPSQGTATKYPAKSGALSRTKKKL
# OX1R antag – OX1R (human) antagonism; actives 1.8% (n = 330,000); O43613; inhibition, % at 6.6 µM; OX1R-expressing cells, FRET antagonist read-out; in the data active means inhibition mostly above about 38%, no sharp cut-off; inactive means mostly below about 40%;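 further: 0% = agonist challenge alone and 100% = reference antagonist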
# Target sequence (O43613 whole entry, looked up): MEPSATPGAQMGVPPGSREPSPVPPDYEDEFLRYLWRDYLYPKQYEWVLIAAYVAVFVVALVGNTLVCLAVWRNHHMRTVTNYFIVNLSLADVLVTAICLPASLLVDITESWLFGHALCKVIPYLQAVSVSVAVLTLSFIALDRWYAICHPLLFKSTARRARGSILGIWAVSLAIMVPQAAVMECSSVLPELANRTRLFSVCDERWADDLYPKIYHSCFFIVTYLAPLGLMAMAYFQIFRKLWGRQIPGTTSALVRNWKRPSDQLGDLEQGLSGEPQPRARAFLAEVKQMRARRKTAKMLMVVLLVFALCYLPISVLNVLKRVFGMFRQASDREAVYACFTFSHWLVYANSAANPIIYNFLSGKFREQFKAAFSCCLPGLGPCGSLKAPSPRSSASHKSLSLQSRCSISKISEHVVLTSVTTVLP
# * = called active by the depositor; / = no result given. Random draw from the library. Share with any hit: about 1.8%.
STK33 kinase inh	OX1R antag	mol
-0.5	7	CC(C(=O)N1CCN(c2ccccc2)CC1)N1C(=O)C2CC=CCC2C1=O (stereo unspecified)
-1.5	3	CCCc1ccc(Oc2c(-c3ccc(O)c(C)c3O)n[nH]c2C)cc1
-1.3	66*	CSCCC(NS(=O)(=O)c1ccc(Cl)cc1)C(=O)OCc1c(Cl)cccc1Cl (stereo unspecified)
-0.5	25	CCOc1ccc2[nH]c(=O)c(C(c3nnnn3Cc3ccco3)N3CCCC(C)C3)cc2c1 (stereo unspecified)
-1.2	14	CC(=O)Nc1ccc(S(=O)(=O)NNC(=O)c2cccc(Cl)c2)cc1
-0.9	4	COC(=O)C1=C(C)NC(=O)NC1c1ccc2c(c1)OCO2 (stereo unspecified)
-1.2	5	Cc1ccccc1NC(=O)C1CCCN(C(=O)Nc2ccc(F)cc2)C1 (stereo unspecified)
-0.4	17	CC(C)=CCc1c(-c2ccc(O)cc2O)oc2cc3c(c(O)c2c1=O)C=CC(C)(C)O3
-0.2	14	O=C(CCCn1c(SCC(=O)NCC2CCCO2)nc2ccccc2c1=O)NCC1CCCO1 (stereo unspecified)
-0.6	14	CCCSc1cc(Cl)nc(N)n1
-0.6	8	CN(C)CCNC(=O)c1ccc(COCC(F)(F)F)cc1
-1.8	6	COc1ccccc1NC(=S)N=Nc1c(O)[nH]c2ccc(Br)cc12
0.3	17	COc1cc(OC)c(C2=NOC(C(=O)N3CCc4ccccc4C3)C2)cc1Cl (stereo unspecified)
-0.2	7	C=CCn1c(=NC(=O)C2COc3ccccc3O2)sc2cccc(OC)c21 (stereo unspecified)
0.1	31	CCN1CCN(c2cc(C)c3cc(NC(=O)c4cc(OC)cc(OC)c4)ccc3n2)CC1

# 2 entries from above, set out differently.
> CN(C)CCNC(=O)c1ccc(COCC(F)(F)F)cc1
  STK33 kinase inh = -0.6
  OX1R antag = 8

> O=C(CCCn1c(SCC(=O)NCC2CCCO2)nc2ccccc2c1=O)NCC1CCCO1 (stereo unspecified)
  STK33 kinase inh = -0.2
  OX1R antag = 14

# The list continues:
STK33 kinase inh	OX1R antag	mol
-0.1	12	C=CCn1c(CSc2nc3ccccc3s2)nnc1SCC(=O)OCC
-0.1	12	CC(C)Cn1c(SCC(=O)Nc2ncccn2)nc2ccccc21
1.2	42	O=C(CN1C(=O)S/C(=C\c2ccccc2)C1=O)NNC(=O)c1ccccc1O
-1.1	12	Cc1ccccc1N1CCN(S(=O)(=O)C[C@]23CCC(CC2NC(=O)[C@@H](N)CCS(C)(=O)=O)C3(C)C)CC1 (stereo partly specified)
-0.8	-6	COC(=O)c1cc(S(=O)(=O)Nc2cccc(-c3cnco3)c2)oc1C
-1.6	10	O=S(=O)(N1CCOCC1)n1c(Cc2ccccc2)nc2ccccc21
0.8	-7	COc1cc(/C=C2\N=C(C)OC2=O)cc(OC)c1OC
0.2	10	CCN(CC)CCCN(Cc1cc2ccc(C)c(C)c2[nH]c1=O)C(=O)NC1CCCCC1
-1.6	3	O=C(/C=C/c1ccc(Cl)c(Cl)c1)n1cccn1
-19	-13	CCOc1cc(/C=C(/C#N)C(=O)Nc2ccc(OC)cc2)ccc1OCc1ccc(C(=O)O)cc1
-0.2	18	CCc1ccccc1N(CC(=O)NC1CCCCC1)C(=O)CNC(=O)c1ccco1
-1.6	6	COC(=O)CSc1nccc(C)n1
-0.5	8	CN(CC(=O)NC(=O)Nc1ccccc1F)Cc1ccccc1F
-1.0	48*	CC(=O)N(C1=C(N)C(=O)c2ccccc2C1=O)C(C)C
0.1	22	CC1CC(C)CN(C(=O)C(Cc2ccccc2)NC(=O)c2ccccc2)C1 (stereo unspecified)
-1.3	20	CCCC(=O)Nc1ccc2c(c1)C(=O)N(CCC(=O)O)C2=O
-1.4	15	COc1cc(C(=O)N2CCC(NC(=O)C(Cc3ccc(C(C)C)cc3)NC(C)=O)CC2)cc(OC)c1OC (stereo unspecified)
0.9	4	O=C(c1nc2ccc(Cl)cn2c1CN1CCC[C@H]1CO)N1CCCCCCC1
0.0	13	Cc1cccc(NC(=S)NC(NC(=O)c2ccco2)C(Cl)(Cl)Cl)c1 (stereo unspecified)
-0.6	11	Cc1ccccc1N1CCN(S(=O)(=O)Cc2ccccc2)CC1
-0.4	29	O=C(CCN1C(=O)/C(=C\c2ccccc2)SC1=S)Nc1ccc(C(=O)O)cc1
-0.3	18	CCN1CCN(C(=O)CSc2cc(=O)n(CC)c3ccccc23)CC1
-2.1	0	Cc1cc(C)cc(C(=O)NCC(=O)N2CCC3(CC2)NCCc2[nH]cnc23)c1
-1.3	20	COc1ccc(S(=O)(=O)N2CCOC2CNC(=O)C(=O)NCCN2CCOCC2)cc1C (stereo unspecified)
-0.4	23	Cc1cc(C(=O)C(C)Sc2cccc[n+]2[O-])c(C)n1-c1ccc(Cl)cc1 (stereo unspecified)
-0.6	13	O=C(O)C1C2C=CC(O2)C1C(=O)NCCc1cccc(Cl)c1 (stereo unspecified)
-0.7	23	CCCCCOc1ccc(NC(=O)CCCC(=O)O)cc1
-0.3	13	CCOc1ccc(NC(=O)CC2C(=O)N(CC)C(=S)N2CCNC(C)=O)cc1 (stereo unspecified)
-0.6	9	CCN(CC)S(=O)(=O)c1ccc(NC2c3ccccc3C(=O)N2Cc2ccc3c(c2)OCO3)cc1 (stereo unspecified)
0.2	8	CCc1ccc2c(CN3CCOCC3)cc(=O)oc2c1
1.1	34	O=S1(=O)CCO[C@H]2Cc3ccccc3[C@H]2N1Cc1ccccc1F
-0.7	2	CCOC(=O)c1ccc(NC(=O)NCc2ccccn2)cc1
0.3	25	Cc1c(C2C(C#N)=C(N)OC3=C2C(=O)CCC3)cnn1C (stereo unspecified)
-0.4	15	CCn1c(=S)sc2c(=O)n(-c3ccccc3)c(SC)nc21
-0.9	14	CCN1C(=O)[C@H]2[C@@H](c3ccc(C)cc3)N3C(=O)N(c4ccc(C)cc4)C(=O)[C@@]3(Cc3ccc(Cl)cc3)[C@H]2C1=O
-0.7	13	Cc1cc(C)c2c(c1)/C(=N/NC(=O)c1cc(C)oc1C)CCC2
0.2	5	CC(=O)/C(C(=N)N1CCN(Cc2ccccc2)CC1)=C(\C)O
29*	15	O=C(O)c1ccc(N=Nc2c(O)[nH]c3ccccc23)cc1
-1.4	19	CCN(C(=O)COC(=O)/C(C#N)=C/c1ccc(OC)cc1)C1CCS(=O)(=O)C1 (stereo unspecified)
-1.2	9	COc1cc(/C=N/NC(=O)Cc2nnc(NC(=O)c3ccccc3)s2)ccc1O
-2.7	30	CC1CCN(c2ccc(S(=O)(=O)Nc3cc(C(=O)O)cc(C(=O)O)c3)cc2[N+](=O)[O-])CC1
-0.5	5	CCOC(=O)N1CCN(c2c(NCCN3CCN(Cc4ccccc4)CC3)c(=O)c2=O)CC1
-0.1	11	COc1ccc(/C=N/NC(=O)CCCOc2ccc(Cl)cc2Cl)cc1[N+](=O)[O-]
0.4	7	Cc1c(Cl)cccc1NC(=O)N1CCCC1
0.7	5	O=C(NCc1ccccc1)c1ccc(Cl)c(S(=O)(=O)N2CCCC2)c1

# Compounds listed so far that contain a Cl atom (13):
STK33 kinase inh	OX1R antag	mol
-1.3	66*	CSCCC(NS(=O)(=O)c1ccc(Cl)cc1)C(=O)OCc1c(Cl)cccc1Cl (stereo unspecified)
-1.2	14	CC(=O)Nc1ccc(S(=O)(=O)NNC(=O)c2cccc(Cl)c2)cc1
-0.6	14	CCCSc1cc(Cl)nc(N)n1
0.3	17	COc1cc(OC)c(C2=NOC(C(=O)N3CCc4ccccc4C3)C2)cc1Cl (stereo unspecified)
-1.6	3	O=C(/C=C/c1ccc(Cl)c(Cl)c1)n1cccn1
0.9	4	O=C(c1nc2ccc(Cl)cn2c1CN1CCC[C@H]1CO)N1CCCCCCC1
0.0	13	Cc1cccc(NC(=S)NC(NC(=O)c2ccco2)C(Cl)(Cl)Cl)c1 (stereo unspecified)
-0.4	23	Cc1cc(C(=O)C(C)Sc2cccc[n+]2[O-])c(C)n1-c1ccc(Cl)cc1 (stereo unspecified)
-0.6	13	O=C(O)C1C2C=CC(O2)C1C(=O)NCCc1cccc(Cl)c1 (stereo unspecified)
-0.9	14	CCN1C(=O)[C@H]2[C@@H](c3ccc(C)cc3)N3C(=O)N(c4ccc(C)cc4)C(=O)[C@@]3(Cc3ccc(Cl)cc3)[C@H]2C1=O
-0.1	11	COc1ccc(/C=N/NC(=O)CCCOc2ccc(Cl)cc2Cl)cc1[N+](=O)[O-]
0.4	7	Cc1c(Cl)cccc1NC(=O)N1CCCC1
0.7	5	O=C(NCc1ccccc1)c1ccc(Cl)c(S(=O)(=O)N2CCCC2)c1

# The list continues:
STK33 kinase inh	OX1R antag	mol
-0.8	17	CCCc1cc(=O)[nH]c(Nc2ccc(N3CCCCC3)cc2)n1
-1.4	26	COc1ccc(CNC(=O)COc2ccc(S(=O)(=O)N3CCCCC3)cc2Cl)cc1
-1.0	3	Oc1cccc(Nc2ccccc2)c1
3.4	2	CC(NC(=O)c1cc(S(=O)(=O)N2CCCC2)ccc1Cl)c1ccccn1 (stereo unspecified)
-1.8	5	C/C(CC(=O)Nc1ccccn1)=N\NC(=O)c1ccc(C)cc1
-1.2	5	O=C(Nc1ccccn1)C(=O)N1CCCCC1
-1.4	14	CN(C)c1ccc(NC(=O)CSc2nnc(-c3cnccn3)n2C)cc1
-0.9	30	CCc1cccc2c(C(=O)COC(=O)C3=NNC(=O)CC3)c[nH]c12
-1.4	46	COc1ccccc1COCC(O)CN(Cc1ccco1)Cc1ccccc1O (stereo unspecified)
/	9	Oc1c(I)cc(I)c2cccnc12
-1.0	8	Cc1onc(-c2ccccc2)c1C(=O)N1CCC(CO)(Cc2ccccc2)CC1
-1.4	8	CCOc1ccccc1NC(=O)c1cnc(NS(=O)(=O)c2ccccc2)nc1
0.2	7	CC(C)(C)NC(=O)C(Cc1ccccc1)NS(=O)(=O)c1ccc2c(c1)CCC(=O)N2 (stereo unspecified)
0.0	13	COc1ccc(CN(C)C2CCN(C)CC2)cc1OC
-2.9	16	Cc1c(Cl)c([N+](=O)[O-])nn1CC(=O)N1CCCC1
-0.9	16	CC(C)CC(Nc1ncnc2scc(-c3ccccc3)c12)C(=O)O (stereo unspecified)
-3.0	9	COc1ccc(NC(=O)CSc2nnc(CCC(=O)Nc3ccc(C)c(Cl)c3)n2C)cc1
1.0	10	O=C1C2CCCN2c2ccc(S(=O)(=O)N3CCOCC3)cc2N1Cc1ccccc1F (stereo unspecified)
0.9	46	Cc1ccc(C(=O)N/C(=C\c2ccc(-c3cc(Cl)ccc3Cl)o2)C(=O)NCc2cccnc2)cc1
1.3	28	CC(=O)c1ccc(NC(=S)Nc2cccc3cnccc23)cc1
-1.3	6	O=S(=O)(c1ccc(NC(=S)Nc2ccc(OC(F)F)cc2)cc1)N1CCOCC1
-0.3	14	C=CCn1c(SCC(=O)NCc2ccccc2)nnc1-c1ccccc1O
-1.2	13	CCN(CC(=O)NCc1ccc(F)cc1)CC(=O)Nc1ccc(Br)cc1F
0.7	8	Cc1nc(N2CCN(C(=O)c3ccco3)CC2)nc2c1C(=O)CC(C)C2 (stereo unspecified)
-2.0	19	COc1ccc(C(=O)Nc2ccc(C)cc2C(=O)c2ccccc2)cc1
-0.3	13	COc1cc([C@@H]2CC=C(C(=O)O)[C@H](c3ccccc3F)N2S(=O)(=O)c2ccc(C)cc2)cc(OC)c1OC
-1.3	6	Cc1cn(CC(=O)c2ccccc2)c2ccccc12
-1.5	27	CN(c1ccccc1)S(=O)(=O)c1ccc(NC(=O)C2CCCCC2C(=O)O)cc1 (stereo unspecified)
0.8	10	O=C(CCCCCNc1nc(=S)[nH]c2ccccc12)N1CCN(c2ccccn2)CC1
-1.9	29	CCOc1ccc(Nc2nc(Nc3ccc(O)cc3)nc(C)c2[N+](=O)[O-])cc1
-0.9	8	CCN1C(=O)[C@@H]2[C@@H](c3ccc(-c4ccc(C(C)=O)cc4)cc3)N3CCC[C@@]3(C(=O)OC)[C@@H]2C1=O
-1.0	3	O=C(NNc1nccc(C(F)(F)F)n1)Nc1cccc(Cl)c1
-1.8	14	CCOC(=O)CN1C(=O)C(C)(C)Oc2ccc(C(=O)NC(C)(C)CC)cc21
2.6	19	COc1ccc(NS(=O)(=O)c2ccc(NC(=O)c3ccc(CN4CCOCC4)cc3)cc2)cc1
0.3	25	O=c1[nH]c2cc3c(cc2cc1CN(Cc1nnnn1C1CCCC1)C1CCCC1)OCCO3
-1.2	29	C=CCn1c(NCc2ccc(N(C)C)cc2)nc2ccccc21
-0.3	8	CCC(C)(C)NC(=O)CN(C(=O)c1csnn1)c1cccc2c1CCCC2
-0.3	6	O=C(c1ccco1)N1CCN(c2cc(=O)n(C3CCCCC3)c(=O)[nH]2)CC1
-0.4	8	Cc1csc(NC(=O)c2cccnc2Cl)n1
1.2	4	C/C(=N\Nc1ccc2nncn2n1)c1ccc(Cl)s1
-1.5	-3	CCCc1n[nH]c(=O)c2c1nnn2Cc1ccccc1F
-4.1	17	c1ccc(N2CCN(c3nc4ccccc4n4cnnc34)CC2)cc1
-0.2	4	CN1C(=O)c2ccccc2C(C(=O)NCC2CCCO2)C1c1c[nH]c2ccccc12 (stereo unspecified)
-1.0	2	Cc1ccc(C)c(NC(=S)N(C)CCO)c1
0.3	-2	O=C1C(C2=NC(c3ccccn3)C3C(=O)N(c4ccc(OC(F)(F)F)cc4)C(=O)C23)=C(O)c2ccccc21 (stereo unspecified)
-1.4	20	Fc1ccc(-c2cc(C(F)(F)F)nc(NCC3CCCO3)n2)cc1 (stereo unspecified)
-0.5	12	CNS(=O)(=O)c1ccc(N=Cc2c(C)[nH]n(-c3ccc(C)cc3C)c2=O)cc1
-2.3	8	CC(=O)Nc1ccc(S(=O)(=O)N2c3ccc(F)cc3CCC2C)cc1 (stereo unspecified)
-1.1	14	O=C(c1ccco1)N(c1ccccn1)c1ccccn1
-1.2	73*	COc1cc2[nH]c(Cl)c([N+](=O)[O-])c2cc1OC
0.5	63	COc1ccc(NC(=O)COC(=O)CCc2cc(OC)c(OC)c(OC)c2)c([N+](=O)[O-])c1
-0.2	15	CCO[C@@H]1OC(C(=O)Nc2ccccc2)=C[C@H](c2ccc3c(c2)OCO3)[C@H]1CCCO
-5.3	12	CCOC(=O)c1sc(S(C)(=O)=O)c2c1CC(C)(C)C/C2=N/O
